Cneo AK release: Cryptococcus neoformans lysis via adenylate kinase release; C. neoformans lysis, adenylate kinase release luminescence, 4 h; normalised: neutral wells 0, clomiphene wells 100; lysis activity, % at 15 µM; 360,000 compounds, 0.2% hits; AID 651654;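 active = mean lysis activity across replicates of at least 80%, whatever share of replicates individually reach that level; inactive = mean lysis activity below 80%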
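Assay system: Cryptococcus neoformans yeast cells / Dosing: single-point compound dose / Timing: 4 h at 37 °C static, read 1 h later / Measured by: luminescence of released adenylate kinase using an AK detection reagent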
LGR2 inh: blocks bursicon-induced cAMP signaling via Drosophila LGR2; HEK293 LGR2, CRE-luciferase, bursicon-stimulated, 4 h; inhibition, % at 9.99 µM; 380,000 compounds, 0.35% hits; AID 720647;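 active = drop in luminescence signal, shown as inhibition above about 50% in the replicate tests, limit read from the data, passing the limit was not always enough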;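 note: agonist challenge used bursicon conditioned medium at about half maximal strength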
PAX8 inh HTS: lowers PAX8-driven luciferase in RMG-I cells | RMG-I TPO-luciferase reporter, SteadyGlo, 24 h | inhibition, % at 12.6 µM | 360,000 compounds, 1.2% hits;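 active = mean replicate inhibition at least 60% with every replicate also reaching 60%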;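 note: luciferase light reporting Pax8 driven TPO promoter activity; plate controls were median of neutral control wells for no effect and mitoxantrone controls for full effect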
PglD DTNB: blocks C. jejuni PglD acetyltransferase activity; purified PglD enzyme, DTNB colorimetric CoA detection; inhibition, % at 12.5 µM; 360,000 compounds, 0.098% hits; AID 602405; in the data active = inhibition above about 16%, passing the limit was not always enough; note: strong numbers were not always called active
Statin myotox sup: suppression of simvastatin myotoxicity; C2C12 myotubes + simvastatin, ATP luminescence, 48 h; scaled: DMSO 0, geranylgeraniol control 100; rescue of ATP level, % at 7.49 µM; 330,000 compounds, 0.78% hits;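 active = mean ATP rescue above about 67%, or every replicate alone reaching that limit, limit read from the data, passing the limit was not always enough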;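 note: myotubes were challenged with 10 µM simvastatin during compound exposure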
ARNT-TACC3 inh: disruptors of human ARNT/TACC3 interaction; 390,000 compounds, 0.66% hits; AlphaScreen His-ARNT PAS-B/GST-TACC3 binding, luminescence; TACC3 fragment carries E629A point mutation; AID 623870; Q9Y6A5; inhibition, % at 9.99 µM;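 active = mean inhibition of replicates at least 50% and at least half of replicates each reaching 50%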;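 note: 0% = complete ARNT plus TACC3 wells and 100% = ARNT alone without TACC3; many hits fall short of the cut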
PGC1a acetyl inh: lowers PGC1a acetylation signal in U2OS cells; AlphaScreen anti-acetyl-lysine; with virally co-expressed GCN5 acetyltransferase; inhibition, % at 15.6 µM; 350,000 compounds, 0.17% hits; AID 651687;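 active = every replicate shows inhibition of at least 40%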;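 note: 0% = neutral control wells and 100% = positive control wells; some results beyond the cut were filed as inactive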
GSIS activator: primary screen for activators of insulin secretion dependent on glucose, INS-1E cells, GLuc reporter luminescence. 370,000 compounds, 0.61% hits. AID 743287. INS-1E GLuc reporter insulin secretion, 2-3 h. activation, % at 16.6 µM;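 active = lowest replicate activation of at least 40%, so every replicate reaches that level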;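 note: 0% = median of neutral control wells and 100% = median of IBMX positive control wells; some compounds called inactive have numbers as strong as hits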
Starred values were filed as active, the others as inactive; x = no result given; & = joins results of further samples.

SMILES	Cneo AK release	LGR2 inh	PAX8 inh HTS	PglD DTNB	Statin myotox sup	ARNT-TACC3 inh	PGC1a acetyl inh	GSIS activator
NC(c1csc(Nc2nccc(C(F)(F)F)n2)n1)C1CCCCC1 (stereo unspecified)	1	16	3	-5	-20	x	x	-27
CC=Cc1ccc2n(c1=O)C[C@@H]1[C@@H](CO)[C@H](C(=O)NCC(F)(F)F)N(CCC)[C@H]21 (mixture of isomers)	44	1	6	-2	-23	0	x	5
O=C(COC(=O)c1cccs1)NCCc1ccc(F)cc1	0	6	-9	-6	9	-4	0	-20
CCOC(=O)CN1CCS(=O)(=O)CC1	x	-15	21	x	x	-4	-2	-6
COC(=O)c1nn(C23CC4CC(CC(C4)C2)C3)c2c1C(=O)N(c1ccc(Br)cc1)C2=O	1	2	x	-4	68*	-7	-5	-40
CCCCN(C(=O)C(C)Oc1cccc(Cl)c1)c1c(N)n(CCC)c(=O)[nH]c1=O (stereo unspecified)	-1	2	3	5	1	-6	x	-4
O=C(COC(=O)COc1ccc(Br)cc1)NC1CCCCCC1	-1	11	-7	-2	-7	-3	-4	x
CCOC(=O)C1CCCN(S(=O)(=O)CCNC(=O)c2ccc(F)cc2)C1 (stereo unspecified)	-2	-10	6	1	4	-7	x	-6
Cc1ncc[nH]1	-3	9	x	-1	9	x	9	7
COc1ccc(CC2(CO)CCN(C/C=C/c3ccccc3OC)CC2)cc1	x	x	12	x	x	-9	10	-28
Cc1ccc(NC(=O)c2cccc(S(=O)(=O)NCc3ccccc3)c2)nc1	0	14	-4	0	-7	-1	0	-6
CC(=O)CC1=NC(C)(C)Cc2ccccc21	x	-7	-6	x	4	-4	-1	0
O=C(N/N=C/c1ccccc1[N+](=O)[O-])C(=O)N1CCCC1	x	-12	-19	x	x	-5	x	15
Cc1ccc(CCNC(=O)C2CC(c3ccccc3C(F)(F)F)=NO2)cc1 (stereo unspecified)	0	10	-7	-3	6	-5	x	-42
C[C@H]1CN([C@@H](C)CO)C(=O)c2cc(NC(=O)CCCN(C)C)ccc2O[C@@H]1CN(C)Cc1ccc(C(F)(F)F)cc1	-1	-8	-12	-2	-11	x	-4	2
Cc1ccccc1C(=O)Nc1ccc2c(C#N)c3nc4ccccc4nc3n2c1	x	0	14	x	x	-3	x	-2
CN1C(=O)c2cc(NC(=O)C3CCCCC3)ccc2OC[C@H]2O[C@H](CC(=O)NCC3CCCCC3)CC[C@@H]21	x	7	11	x	x	x	-11	-13
O=C(Nc1nc(-c2ccccc2)cs1)C1CCCCN1S(=O)(=O)c1ccccc1 (stereo unspecified)	3	11	x	2	-9	-2	-7	-14
CCN1[C@@H]2c3ccc(-c4cccc(OC)c4)c(=O)n3C[C@H]1[C@H](CO)[C@H]2C(=O)N(C)C	-1	-1	x	-1	11	-5	x	5
COC(=O)C1=C(C)N(c2ccc(Cl)cc2)/C(=C/c2cccs2)C1=O	x	-17	2	x	x	2	x	-6
Cc1ccc2cc(NC(=O)c3cccc(F)c3)ccc2n1	x	x	-122	x	-8	-3	1	x
Cc1ccc(-c2cc(C(=O)N3CCN(C(=O)c4ccco4)CC3)no2)cc1	-1	-1	x	6	7	0	-8	-9
Cc1ccc(-c2nc(SCC(=O)NCC3CCCO3)c(-c3ccccc3)[nH]2)cc1 (stereo unspecified)	-1	3	30	7	-1	-14	-7	-12
N#C[C@@H]1[C@H](c2ccccc2)[C@@H](CO)N1S(=O)(=O)c1ccc(-c2ccccc2)cc1	-2	6	-1	2	-15	-3	1	-14
COc1ccccc1CNC(=O)C[C@@H]1CC[C@H]2[C@H](COc3ccc(NC(C)=O)cc3C(=O)N2C)O1	4	0	-2	0	-8	-4	6	-1
Cc1noc(C)c1S(=O)(=O)Nc1ccc2c(c1)C(=O)N([C@H](C)CO)C[C@H](C)[C@H](CN(C)Cc1ccccc1)OCCCC[C@@H](C)O2	6	-8	6	1	x	-4	-9	-11
CC(=O)N1N=C(c2cccc(NS(C)(=O)=O)c2)CC1c1ccc2c(c1)OCO2 (stereo unspecified)	-1	-29	-12	-4	-7	2	3	24
CCN(c1cccc(C)c1)S(=O)(=O)c1ccc(-c2ccc(=O)[nH]n2)o1	-2	2	3	-2	-4	7	-6	3
Cc1ccc(C(=O)O)cc1-n1c(C)cc(C=O)c1C	x	22	-7	x	x	0	17	-2
COC(=O)c1sccc1NC(=O)c1ccccc1F	-4	-2	-36	-8	6	11	4	7

An excerpt from above in order of the ARNT-TACC3 inh value, ascending.
SMILES,LGR2 inh,PglD DTNB,ARNT-TACC3 inh,PGC1a acetyl inh,GSIS activator
Cc1ccc(-c2cc(C(=O)N3CCN(C(=O)c4ccco4)CC3)no2)cc1,-1,6,0,-8,-9
CC(=O)N1N=C(c2cccc(NS(C)(=O)=O)c2)CC1c1ccc2c(c1)OCO2 (stereo unspecified),-29,-4,2,3,24
COC(=O)c1sccc1NC(=O)c1ccccc1F,-2,-8,11,4,7

Continued:
SMILES	Cneo AK release	LGR2 inh	PAX8 inh HTS	PglD DTNB	Statin myotox sup	ARNT-TACC3 inh	PGC1a acetyl inh	GSIS activator
Cc1cccc(-c2ccc3[nH]c4c(c3c2)CCN2C[C@@H]([C@H](C)O)[C@@H](N(C)C(=O)Nc3ccc(F)cc3)C[C@@H]42)c1	1	-10	14	-6	-7	x	-3	-4
COc1cccc(-c2cc(C(F)(F)F)n3nc(C(=O)N4CCCCC4c4cccnc4)cc3n2)c1 (stereo unspecified)	0	0	-4	-2	-18	3	x	-17
CCOC(=O)c1c(NC(=O)/C=C/c2ccco2)sc(C)c1C	0	x	-24	6	9	-4	12	-2
CCCCN1CCC(CN2C(=S)NC[C@@H]2CC(C)C)CC1	1	-5	-20	3	2	6	8	2
CCc1cc2c(=O)[nH]c(N3CCCC3)nc2s1	x	-17	-95	x	x	-4	x	8
Cc1nc2ccc(C(=O)N3CCC(O)(Cc4ccccc4)CC3)cn2c1N(C)C(=O)CCc1ccccc1	0	-8	3	1	1	x	x	-11
Cc1cc(C)n(CC(O)CN2c3ccccc3Sc3ccccc32)n1 (stereo unspecified)	0	x	-9	1	22	41	-11	x
COc1ccc(C)cc1S(=O)(=O)NC1CCCCCC1	-1	2	1	0	7	-1	x	23
CCOC(=O)C1CCN(S(=O)(=O)c2ccc(Cl)cc2OC)CC1	0	-24	x	-4	-30	-3	4	8
O=c1ccc(-c2ccccc2)no1	x	1	4	x	x	-5	x	-7
CC(=O)N1CCOc2ccc(S(=O)(=O)N3CCC(C(=O)Nc4cc(C)cc(C)c4)CC3)cc21	0	-17	-4	-8	-8	-6	-6	-39
O=C(Nc1cccc(NC(=O)c2ccco2)c1)c1ccc([N+](=O)[O-])cc1	x	12	14	x	x	-4	3	-2
O=C(Cn1c(=O)[nH]c2ccsc2c1=O)NC1CCCCCC1	0	x	5	2	-18	0	-8	x
Cc1c(Cl)cccc1NC(=S)NCCC(C)C	29	x	x	-7	-1	x	-1	x
O=C(Nc1ccn(CCCNCCN2CCOCC2)c(=O)n1)OCc1ccccc1	-1	2	-39	-3	-3	x	-6	8
CO[C@H]1CN(C)C(=O)c2cc(NS(C)(=O)=O)ccc2OC[C@H](C)N(CC2CCCCC2)C[C@H]1C	36	22	x	-4	2	20	2	14
O=C(CNS(=O)(=O)c1ccc(Br)s1)N1CCN(C(=O)c2ccco2)CC1	3	x	x	0	-1	-4	x	x
N#CCCN(C(=O)COC(=O)CNC(=O)c1ccc(-c2ccccc2)cc1)c1ccc(F)cc1	-2	-5	3	1	13	-4	x	-44
CNC[C@@H]1Oc2c(NC(=O)c3nc4ccccc4s3)cccc2C(=O)N([C@@H](C)CO)C[C@H]1C	-3	12	-5	2	9	-4	-13	6
O=C1C2C3C=CC(C3)C2C(=O)N1c1cccc(N2C(=O)C3C4C=CC(C4)C3C2=O)n1 (stereo unspecified)	0	x	x	1	7	2	5	16
NNC(=O)c1nc(Cl)c(Cl)c(N)c1Cl	-3	0	36	-3	x	6	-11	6
Cc1noc(C)c1NC(=O)Nc1ccc2c(c1)C(=O)N([C@H](C)CO)C[C@@H](C)[C@H](CN(C)C(=O)Nc1ccc(F)cc1)OCCCC[C@H](C)O2	x	3	8	x	x	x	1	15
COc1ccc(NC(=O)N(C)C[C@H]2Oc3c(NC(=O)Nc4cccc5ccccc45)cccc3C(=O)N([C@@H](C)CO)C[C@H]2C)cc1	x	11	-15	x	x	x	-3	-12
Cc1ccc(CN2CC(=O)N3[C@H]4c5cc(Cl)ccc5OC[C@@H]4[C@H](c4ccccc4)[C@]3(C)C2=O)cc1	-1	-7	7	0	18	-2	-11	-3
CCCN1CCN(C(=S)NCc2ccc(Cl)cc2)CC1	x	11	5	x	x	-16	x	-7
CC(=O)N(C)C[C@@H]1Oc2ncc(-c3cncnc3)cc2C(=O)N([C@H](C)CO)C[C@H]1C	-1	0	x	1	-3	-5	16	24
COCC#Cc1ccc2c(c1)O[C@@H](CN(C)Cc1ccccc1F)[C@H](C)CN([C@@H](C)CO)S2(=O)=O	5	14	x	-2	-48	-4	-10	-16
CS(=O)(=O)N1N=C(c2ccc(Br)cc2)CC1c1ccc2c(c1)OCO2 (stereo unspecified)	0	x	x	3	2	-3	-11	x
CNC[C@@H]1Oc2cc(C#CC3CCCCC3)ccc2S(=O)(=O)N([C@H](C)CO)C[C@H]1C	x	8	-63	x	23	x	-15	-6
O=C(CN(C(=O)CCC(=O)Nc1nccs1)c1cccc(F)c1)NCCc1ccccc1	-5	0	14	0	9	-8	x	6
COCCN(CCOC)Cc1c(O)ccc2c1O/C(=C\c1ccc(C)o1)C2=O	x	-7	7	x	x	-2	x	1
COc1ccc(NC2=CC(c3ccc(OC)c(OC)c3)N(c3ccc(OC)cc3)C2=O)cc1 (stereo unspecified)	x	-13	0	x	x	-2	x	-7
OCCN1CCN(c2ncnc3c2sc2nc(N4CCOCC4)c4c(c23)CCC4)CC1	-2	10	x	x	-1	13	-37	-13
O=C(NC1CCCC1)N1CC(=O)N2[C@H](CO)[C@H](c3ccc(-c4ccncc4)cc3)[C@@H]2C1	x	1	9	x	x	x	-12	-11
Cc1ccccc1-c1nnn(CC(=O)Nc2ccc3c(c2)OCCO3)n1	x	-29	-5	x	x	-3	0	-30
O=C(CN1C(=O)NC2(CCCCC2)C1=O)NCCCSc1ccccc1	3	-17	3	2	9	-1	4	0
CC1(c2ccc(Cl)cc2)NC(=S)N2C1NC(=S)N2c1ccccc1 (stereo unspecified)	0	-32	-9	-3	21	11	1	-21
O=C(Nc1ccc(S(=O)(=O)Nc2nccs2)cc1)c1ccc(F)cc1	1	2	-47	-2	-28	5	8	-10
COc1ccc(S(=O)(=O)NCCCn2ccnc2)cc1Cl	1	-6	8	4	-1	3	1	3
Nc1cc(N)nc(SCc2ccc(Cl)cc2)n1	-1	-39	-34	-2	57	-2	x	-14
C[C@@H]1CN([C@H](C)CO)C(=O)c2cc(NC(=O)Nc3ccc(C(F)(F)F)cc3)ccc2O[C@H]1CN(C)S(=O)(=O)c1cccs1	1	5	21	2	0	8	3&2	-7
CC1(C(=O)Nc2ccc3c(c2)OCCO3)CCN1C(=O)Cc1cc(F)ccc1F (stereo unspecified)	-1	-2	-2	-1	9	x	2	2
COC(=O)CCC(=O)OC1(C)C(=O)C2=CN(CCc3ccccn3)C(c3ccc(OC)cc3)=CC2=C(Br)C1=O (stereo unspecified)	1	x	x	2	3	12	x	x

Compound activity (PubChem)

Not a hit list; overall some 2.9% were active at least once.
